# Screening results (PubChem BioAssay)
# CF NFkB block = inhibitors of PAF-induced NF-kB signaling, primary screen, cell-based, GFP fluorescence, uHTS; inhibition, % at 5 µM; KKLEB NF-kB-GFP reporter, GFP fluorescence overnight; AID 588850, 2011; 360,000 tested, 0.86% active;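 active = at least 50% inhibition at 5 µM, scaled per plate between neutral and stimulator controls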;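 note: PAF is a Pseudomonas aeruginosa culture filtrate used as stimulus; plate controls were PAF-stimulated DMSO wells for no effect and unstimulated DMSO wells for full effect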
# NR2E3 ag-1 = inhibitors of NR2E3-RetCOR corepressor binding, primary screen, NR2E3 agonist project, biochemical, TR-FRET, GST-NR2E3, biotin-RetCOR; Photoreceptor-specific nuclear receptor (Homo sapiens), Q9Y5X4; 1536-well; inhibition of corepressor binding, % at 4.78 µM; 320,000 tested, 0.12% active; AID 2300, 2010;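 active = percent inhibition above the cutoff of mean plus 3 SD of all tested compounds, set per screening campaign, cut at about 20% in these data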;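 note: 0% = DMSO wells and 100% = biotin wells as full block of FRET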
# Target sequence (Q9Y5X4 whole entry, looked up): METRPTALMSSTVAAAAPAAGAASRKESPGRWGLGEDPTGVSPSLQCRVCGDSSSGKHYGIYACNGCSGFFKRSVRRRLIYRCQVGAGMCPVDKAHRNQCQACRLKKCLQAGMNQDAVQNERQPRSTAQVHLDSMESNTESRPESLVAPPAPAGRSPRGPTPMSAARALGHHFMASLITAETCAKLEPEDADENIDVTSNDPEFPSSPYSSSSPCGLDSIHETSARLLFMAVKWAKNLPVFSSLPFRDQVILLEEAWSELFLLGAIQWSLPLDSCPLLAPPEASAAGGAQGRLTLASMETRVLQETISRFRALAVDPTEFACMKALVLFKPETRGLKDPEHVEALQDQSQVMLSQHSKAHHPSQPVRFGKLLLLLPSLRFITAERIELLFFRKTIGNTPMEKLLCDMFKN
#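 Material: NR2E3–RetCOR corepressor complex / Amount: 1.35 nM GST-NR2E3 / Medium: Tris pH 7.5 / Compound: single nominal compound dose of 4.8 µM / Incubation: 5 h at 4 °C / Technique: TR-FRET, Eu(K)-anti-GST donor, streptavidin-D2 acceptor, ex 340, em 617/671 nm / Read-out basis: percent loss of FRET ratio relative to control wells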
# KKLEB cytotox = cytotoxicity in KKLEB CF airway cells, primary screen, cytotoxicity control for CF NF-kB inhibitor project, cell-based, uHTS, fluorescence assay plates | KKLEB CF airway cells viability, ATPlite luminescence, overnight; stronger effect = lower value; cells stimulated with P. aeruginosa culture filtrate | 360,000 tested, 0.36% active | activity change (cytotoxicity), % at 5 µM | AID 602141, 2011;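 active = corrected activity change at or below -50% at 5 µM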
# NR2E3 ag-2 = NR2E3 agonists in two-hybrid cells, primary screen, cell-based, luminescence, CHO-S, Gal4-NCOR/VP16-NR2E3; AID 602229, 2012; 360,000 tested, 0.35% active; Photoreceptor-specific nuclear receptor (Homo sapiens), Q9Y5X4; luciferase; inhibition of corepressor binding, % at 3.98 µM;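 active = inhibition above the mean of all tested compounds plus 3 SD, cut at about 70% in these data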;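 note: 0% = DMSO with NR2E3 transfected cells and 100% = cells lacking NR2E3 construct; higher means lower luciferase signal from less NR2E3 corepressor binding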
# PDI turbidity = inhibitors of human PDI, primary screen, biochemical, turbidity, single point, plate reader; Protein disulfide-isomerase (Homo sapiens), P07237; PDI insulin aggregation turbidity, A650, 90 min; inhibition, % at 10 µM; 350,000 tested, 0.052% active;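 active = mean inhibition across replicates of 30% or more, whatever share of single replicates reach that level; inconclusive = mean inhibition below 30% while every single replicate reaches 30%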;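 note: absorbance from insulin aggregation driven by PDI reduction with DTT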
# Target sequence (P07237 whole entry, looked up): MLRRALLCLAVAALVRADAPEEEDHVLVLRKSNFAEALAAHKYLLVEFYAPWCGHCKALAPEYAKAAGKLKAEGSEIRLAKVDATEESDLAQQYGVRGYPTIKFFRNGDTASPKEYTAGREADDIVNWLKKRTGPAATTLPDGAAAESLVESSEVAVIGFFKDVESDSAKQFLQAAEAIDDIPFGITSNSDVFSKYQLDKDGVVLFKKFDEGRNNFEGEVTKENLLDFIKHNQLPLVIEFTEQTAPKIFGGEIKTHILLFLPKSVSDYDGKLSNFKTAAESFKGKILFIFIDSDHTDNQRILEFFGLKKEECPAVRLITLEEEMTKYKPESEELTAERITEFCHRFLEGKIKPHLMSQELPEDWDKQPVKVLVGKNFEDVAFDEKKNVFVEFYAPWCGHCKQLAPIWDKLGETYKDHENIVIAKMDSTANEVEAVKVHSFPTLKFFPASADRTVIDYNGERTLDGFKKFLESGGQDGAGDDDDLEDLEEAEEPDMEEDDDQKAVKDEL
# HIF-2a inh = HIF-2a reporter inhibitors, primary screen, luminescence, 786-0 RCC cells. 360,000 tested, 0.72% active. inhibition, % at 18.8 µM. 786-0 RCC cells HIF-2a reporter, luciferase luminescence, overnight;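 active = inhibition of the luminescence signal of 40% or more relative to plate controls, in a single-dose primary screen at 18.75 µM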
# TRPM1 prom inh = inhibitors of MITF-dependent TRPM1 promoter reporter, primary screen, cell-based, SK-MEL-5, single point, luciferase; SK-MEL-5 TRPM1 promoter luciferase, 24 h; inhibition, % at 12.5 µM; 330,000 tested, 0.83% active;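 active = mean inhibition across replicates of 60% or more, whatever share of single replicates reaches that level; inconclusive = some that reach 60%, reason not given; inactive = mean inhibition across replicates below 60%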; note: values of inactives mirror those of a sister screen read the other way
# Peg3 prom inh = Peg3 promoter-driven luciferase inhibitors, primary screen, cell-based, HeLa, luciferase luminescence. 360,000 tested, 1.7% active. AID 588405, 2011. HeLa PEG-Prom luciferase reporter, overnight. inhibition, % at 20 µM;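 active = inhibition of at least 50% at 20 µM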
# Shn3 3UTR inh = reduction of Shn3 3'UTR firefly luciferase signal, primary screen, Schnurri-3 inhibitor project, cell-based, Clone20 osteoblasts, set 2 | inhibition, % at 12.5 µM | 360,000 tested, 0.52% active | Clone20 osteoblast Shn3 3'UTR firefly luciferase, 24 h | AID 588674, 2011;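 active = mean inhibition of at least 75% with every replicate also reaching 75%; inconclusive = mean inhibition at least 75% but some replicate below; inactive = mean inhibition below 75%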;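 note: 0% = median of neutral control wells and 100% = pilot-screen positive control compound; some compounds past the cut are filed as inactive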
# Vif inh = HIV Vif self-association inhibitors, primary screen, imaging, HEK293T, single point; HEK293T cells, Vif self-association by quenched fluorescence, 24 h; inhibition, % at 7.49 µM; 340,000 tested, 0.35% active; in the data active = inhibition above about 50%, passing the limit was not always enough; inconclusive = no clear call, values can overlap the other calls; inactive = below about 31%; note: some results filed as inactive read as strong as hits
# CaV13 ICDI inh = Disruptors of the CACNA1D IQ motif to Ca2+-dependent inactivation inhibitor domain association, primary screening, Förster resonance energy transfer in intact living …; 340,000 tested, 0.098% active; inhibition, % at 12.3 µM; HEK cells, CFP/YFP FRET ICDI-IQ, plate reader, 10 min; percent FRET-ratio fall versus neutral wells; AID 743397;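 active = mean replicate inhibition of at least 30% and at least 1% of replicates passing that level; inconclusive = only one of the two criteria is met; inactive = neither criterion is met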;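 note: 0% = median of the neutral control wells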
# An asterisk follows results filed as active; u = inconclusive; x = not tested or not shown.
Compound	HIF-2a inh	KKLEB cytotox	Vif inh	CF NFkB block	TRPM1 prom inh	PDI turbidity	CaV13 ICDI inh	Peg3 prom inh	Shn3 3UTR inh	NR2E3 ag-1	NR2E3 ag-2
CN(C)c1ccc(/C=N/N=C2/NC(=O)/C(=C/c3ccc([N+](=O)[O-])cc3)S2)cc1	0	-23	3	20	9	4	x	-140	-10	2	20
COc1cccc(-c2nn(-c3ccc(C)cc3)cc2C(=O)NCC(c2cccs2)N2CCOCC2)c1 (configuration not stated)	-17	-3	-2	12	10	-1	-6	16	0	1	-4
CN1CCN(Cc2cccc(Oc3ccccc3)c2)CC1	-5	-6	-4	4	-7	5	-6	-18	-6	0	2
COc1ccc(C)cc1NC(=O)CCN1CC(C)OC(C)C1 (configuration not stated)	11	6	7	-9	-1	4	-3	9	8	0	30
O=C(NCc1ccc2c(c1)OCO2)c1cccnc1Cl	15	10	-9	-18	2	-1	-4	-1	7	-2	5
NC(Cc1cnc[nH]1)c1csc(Nc2ccc(C(F)(F)F)cn2)n1 (configuration not stated)	11	-13	10	5	x	-4	-4	7	-11	x	-30
O=C(Nc1cccc(-c2cn3cccnc3n2)c1)c1ccc(Br)o1	-40	6	81*	-9	-20	10	-7	-25	5	7	-15
O=C(NCc1ccco1)C1c2ccccc2Oc2ccccc21	7	8	-1	-7	-2	0	x	17	-6	0	-2
Fc1ccccc1-c1nc(NCc2ccco2)c2ccccc2n1	10	-4	0	-2	9	-5	-2	25	11	-1	-5
Cc1ccc(N2C(=O)/C(=C/c3ccco3)SC2=S)cc1	-116	-2	0	9	0	11	1	-76	9	-4	-23
CCC(=O)N(Cc1cc(=O)[nH]c2ccccc12)C1CCCCC1	0	9	-4	-12	3	1	-8	15	0	1	-1
CC(Sc1nc(C(F)(F)F)nc2ccccc12)C(=O)NC1CCCC1 (configuration not stated)	7	-11	14	16	-11	-5	-8	9	-15	x	0
COc1ccccc1N(C)S(=O)(=O)c1ccc(C(=O)OCC(=O)NCCC2=CCCCC2)cc1	26	1	x	15	17	11	-3	8	-62	-1	-3
CCC(=O)NC(=S)Nc1ccc(NC(=O)c2ccco2)c(OC)c1	-10	-2	2	-9	0	2	-5	-26	3	0	-39
CCC(C)(C)n1nnnc1C(C(C)C)N(Cc1cccnc1)Cc1ccco1 (configuration not stated)	11	7	-1	2	-13	-3	-2	18	15	-2	-15
C(=C\c1ccccc1)/CN1CCN(Cc2ccc3c(c2)OCO3)CC1	0	9	1	9	-7	-1	-5	10	-17	4	-22
COc1ccc(-n2cc(CN(C)Cc3n[nH]c(=O)[nH]3)c(-c3cccc(F)c3)n2)cc1	-14	0	-2	1	-3	3	-6	1	3	5	18
CC(=O)N1CCN(C(=S)NC(=O)c2c(-c3ccccc3Cl)noc2C)CC1	23	3	-5	8	-14	10	-4	-2	-12	-3	-8
O=[N+]([O-])c1ccc2nc(-c3ccccc3)n(OCc3ccc(Cl)cc3)c2c1	-270	-10	-12	-13	-49	8	-7	-188	-30	-2	-138
COc1ccc(NC(=O)CCNS(=O)(=O)c2ccc(Cl)c([N+](=O)[O-])c2)cc1S(N)(=O)=O	16	8	21	-12	3	-6	-3	-6	-11	-1	23
S=C(NCc1ccco1)NCC(c1ccco1)N1CCCCC1 (configuration not stated)	14	-1	0	9	-11	0	-2	8	13	5	10
CN(Cc1cnccn1)C(=O)C1CCC(=O)N(CCc2ccc(Cl)cc2)C1 (configuration not stated)	1	1	19	-10	-6	-1	-2	-14	-29	1	2
CCS(=O)(=O)c1nc2ccccc2n1CC(=O)N1CCCCC1	16	1	0	-11	-5	5	-3	11	16	-2	-23
CCOC(=O)C1(CCOc2ccccc2)CCN(C(=O)c2ccc(-n3cccn3)cc2)CC1	5	1	-14	13	-2	15	6	-8	31	-1	5
COc1cc(OC)cc(C(=O)OCCCOC(=O)c2cc(OC)cc(OC)c2)c1	5	-3	-3	-13	-2	1	-6	13	14	1	6
Cc1cc(C(=O)NN=C2CCCCCC2)c(C)o1	10	0	13	-12	-12	4	3	0	-12	-5	-48
COc1ccc(/C=N/Nc2nccnc2Cl)cc1	-91	2	2	-2	0	6	x	-19	-9	0	-135
COC(=O)c1c(NC(=S)NNS(=O)(=O)c2ccc(OC)cc2OC)sc2c1CCCCCC2	9	11	-1	-43	5	2	x	-8	5	x	27
O=C(Nc1cccc(Cl)c1)c1ccc(NCCCN2CCOCC2)c([N+](=O)[O-])c1	-112	4	9	-19	-1	5	x	-33	-10	2	-18
COc1ccc2[nH]cc(C(=O)CN3CCN(C(=O)c4ccco4)CC3)c2c1	10	-9	14	8	11	-10	-5	10	-2	4	11

# For reference, some entries already given:
Compound	HIF-2a inh	KKLEB cytotox	Vif inh	CF NFkB block	TRPM1 prom inh	PDI turbidity	CaV13 ICDI inh	Peg3 prom inh	Shn3 3UTR inh	NR2E3 ag-1	NR2E3 ag-2
CC(Sc1nc(C(F)(F)F)nc2ccccc12)C(=O)NC1CCCC1 (configuration not stated)	7	-11	14	16	-11	-5	-8	9	-15	x	0
COc1ccccc1N(C)S(=O)(=O)c1ccc(C(=O)OCC(=O)NCCC2=CCCCC2)cc1	26	1	x	15	17	11	-3	8	-62	-1	-3
CCC(=O)NC(=S)Nc1ccc(NC(=O)c2ccco2)c(OC)c1	-10	-2	2	-9	0	2	-5	-26	3	0	-39
CCC(C)(C)n1nnnc1C(C(C)C)N(Cc1cccnc1)Cc1ccco1 (configuration not stated)	11	7	-1	2	-13	-3	-2	18	15	-2	-15
C(=C\c1ccccc1)/CN1CCN(Cc2ccc3c(c2)OCO3)CC1	0	9	1	9	-7	-1	-5	10	-17	4	-22
COc1ccc(-n2cc(CN(C)Cc3n[nH]c(=O)[nH]3)c(-c3cccc(F)c3)n2)cc1	-14	0	-2	1	-3	3	-6	1	3	5	18
CC(=O)N1CCN(C(=S)NC(=O)c2c(-c3ccccc3Cl)noc2C)CC1	23	3	-5	8	-14	10	-4	-2	-12	-3	-8
O=[N+]([O-])c1ccc2nc(-c3ccccc3)n(OCc3ccc(Cl)cc3)c2c1	-270	-10	-12	-13	-49	8	-7	-188	-30	-2	-138
COc1ccc(NC(=O)CCNS(=O)(=O)c2ccc(Cl)c([N+](=O)[O-])c2)cc1S(N)(=O)=O	16	8	21	-12	3	-6	-3	-6	-11	-1	23
S=C(NCc1ccco1)NCC(c1ccco1)N1CCCCC1 (configuration not stated)	14	-1	0	9	-11	0	-2	8	13	5	10
CN(Cc1cnccn1)C(=O)C1CCC(=O)N(CCc2ccc(Cl)cc2)C1 (configuration not stated)	1	1	19	-10	-6	-1	-2	-14	-29	1	2

# Remaining list, next part.
Compound	HIF-2a inh	KKLEB cytotox	Vif inh	CF NFkB block	TRPM1 prom inh	PDI turbidity	CaV13 ICDI inh	Peg3 prom inh	Shn3 3UTR inh	NR2E3 ag-1	NR2E3 ag-2
COc1cc(/C=C/C(=O)OCC(=O)NCCCc2ccccc2)ccc1O	4	-9	-3	9	4	2	-5	14	4	x	-3
O=C(NCCCN1CCOCC1)c1ccc2c(=O)n(Cc3cccc(Br)c3)c(=S)[nH]c2c1	3	0	7	8	9	-15	x	11	1	1	-7
CCN(CC)C(=O)C1=C(C)N(Cc2ccccc2)C(=O)C(CC(=O)NC2CCCCC2)C1 (configuration not stated)	9	-3	1	-4	x	-2	-5	1	1	x	8
CCOc1ccc(NC(=S)N2CCC(NC(=O)c3ccccc3)CC2)cc1	3	1	0	12	2	1	-3	6	8	3	-16
COc1ccc(-n2c(SCC(N)=O)nnc2-c2ccccc2F)cc1	19	1	0	3	5	-5	-6	18	16	1	-16
Cc1ccc(N(CC(O)CN2CCCC2)S(=O)(=O)c2ccc(C)cc2)cc1 (configuration not stated)	11	10	3	-11	5	-1	x	6	-4	-1	-15
COc1ccc(NC(=O)Nc2cccc(C)n2)cc1	-194	7	9	-6	-64	x	-3	-274	-32	1	-100
CSc1ccccc1-n1nnnc1SCC(=O)Nc1ccccc1C	0	3	-11	-4	-4	-5	-9	-4	0	1	7
FC(F)(F)c1nnc2ccc(N3CCCCC3)nn12	-25	1	-4	10	x	-6	-21	8	x	-1	-26
CCN(CC)S(=O)(=O)c1ccc(C(O)=C(C#N)c2nc3ccccc3n2C)cc1	-20	12	3	-44	-2	1	-6	23	-6	x	8
CCCc1nc(C)cc(N2CCN(c3ccccc3)CC2)n1	-21	4	25	-8	2	2	-4	15	7	0	12
Oc1ccc(Br)cc1/C=N/n1c(-c2ccccc2)n[nH]c1=S	24	6	u	16	-1	-40	-25	5	17	1	4
Cc1cc(C)c(OC2(c3ccccc3)OC(=O)c3ccccc32)c(C)c1 (configuration not stated)	20	8	-4	-4	4	2	-4	36	15	-1	26
O=C(Cn1cnc2ccccc2c1=O)NCc1cccs1	12	9	u	-30	6	-1	9	8	3	3	-7
COc1ccc(CCNC(=O)c2cccc(Br)c2)cc1OC	3	-3	1	5	-2	-6	-4	4	4	8	-12
Cc1ccccc1NC(=O)Nc1cnccn1	-23	-6	-2	-21	3	3	-6	-9	7	1	12
COc1c(Cl)cc(Cl)cc1/C=N/NC(=O)c1nnn(-c2nonc2N)c1CN1CCC(C)CC1	10	15	10	8	13	-7	-6	0	21	-1	-30
O=C(Cc1ccsc1)NCC(=O)Nc1ccc(F)c(F)c1	4	27	-9	-2	7	-3	x	-14	-23	-2	21
COc1cc2c(cc1OC)CN(S(=O)(=O)c1ccc3c(c1)OCCO3)CC2	14	-19	-17	15	3	-3	-6	18	2	-4	-3
